SW480 rereplic: A quantitative high throughput screen for small molecules that induce DNA re-replication in SW480 colon adenocarcinoma cells | SW480 DNA re-replication, Hoechst DNA content imaging, 48 h | Potency, µM (titrated, usually from 46.1 µM), without a hit: at the top dose re-replication activation, hits mostly activators | 340,000 compounds, 1.8% hits | AID 624297, 2012; note: potency is the fitted concentration of half-maximal effect; % of control where 0% means no effect; nearly all actives have a fitted effect of over 55% in size
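Compounds, transferred as 23 nL by pin tool, were incubated with cells for 48 hr; DNA content per nucleus was then quantified by Hoechst staining and fluorescence plate imaging.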
IL1B secr inh: qHTS for Inhibitors of Inflammasome Signaling: IL-1-beta AlphaLISA Primary Screen; THP-1 LPS/ATP IL-1B secretion, AlphaLISA, 16 h; stronger effect = lower value; 360,000 compounds, 4.7% hits; AID 743279, 2014; activity change, % at 57.5 µM; in the data active = activity change below about -50%; inconclusive = mostly about -30% to -49%; note: % is set by controls: 0 for no effect and ±100 for the full control effect
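Secreted IL-1B measured by AlphaLISA bead assay after 16 h compound exposure of THP-1 cells; compounds (final up to 57.5 uM) added 1 h before LPS (250 ng/mL) and ATP (1.25 mM) stimulation; lower signal means less secretion.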
HT1080 IDH1KD tx: qHTS for induction of synthetic lethality in tumor cells producing 2HG: qHTS for the HT-1080-IDH1KD cell line | HT-1080 IDH1 knockdown viability, ATP luminescence, 48 h | Potency, µM (top dose mostly 46.1 µM), for the others: at the top dose activity, negative = toxicity, hits mostly cytotoxic | 360,000 compounds, 2% hits;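 note: potency is the fitted concentration of half-maximal effect; 0% = DMSO wells and -100% = cell-free medium wells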
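HT-1080-IDH1KD cells (IDH1 knocked down), 750/well in RPMI with 5% FBS, treated with compound 48 h at 37 degrees C. Viability by CellTiter-Glo luminescence, normalised to DMSO and no-cell wells; concentration-response curves classed.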
KB-V1 cytotox: qHTS assay for MDR1-selective chemotherapeutics: Primary screen using the drug-selected MDR subline cells KB-V1; 400,000 compounds, 3.4% hits; KB-V1 MDR cells viability, CellTiter-Glo, 72 h; Potency, µM (doses to about 46.1 µM), without a hit: at the highest dose activity change, negative = cytotoxicity, actives largely listed as cytotoxic; note: potency is the fitted concentration of half-maximal effect; % is set by controls: 0 for no effect and ±100 for the full control effect; nearly all actives have a fitted effect of over 60% in size
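Cells of the MDR subline KB-V1 are plated, dosed with compound at multiple concentrations, and incubated 72 h at 37 degrees C; CellTiter-Glo is then added and luminescence read after 10 min.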
GLP-1R agonist: qHTS of GLP-1 Receptor Agonists. Glucagon-like peptide 1 receptor (Homo sapiens), P43220. HEK293 GLP-1R CRE-luciferase, luminescence, 4-6 h; cells express a hypersensitive GLP-1R form. Potency, µM (titrated, usually from 45.6 µM), for the others: at the top dose activation, actives largely listed as activators. 380,000 compounds, 0.007% hits. AID 624172, 2012; note: potency is the fitted concentration of half-maximal effect; % of control where 0% means no effect
Target sequence (P43220 whole entry, looked up): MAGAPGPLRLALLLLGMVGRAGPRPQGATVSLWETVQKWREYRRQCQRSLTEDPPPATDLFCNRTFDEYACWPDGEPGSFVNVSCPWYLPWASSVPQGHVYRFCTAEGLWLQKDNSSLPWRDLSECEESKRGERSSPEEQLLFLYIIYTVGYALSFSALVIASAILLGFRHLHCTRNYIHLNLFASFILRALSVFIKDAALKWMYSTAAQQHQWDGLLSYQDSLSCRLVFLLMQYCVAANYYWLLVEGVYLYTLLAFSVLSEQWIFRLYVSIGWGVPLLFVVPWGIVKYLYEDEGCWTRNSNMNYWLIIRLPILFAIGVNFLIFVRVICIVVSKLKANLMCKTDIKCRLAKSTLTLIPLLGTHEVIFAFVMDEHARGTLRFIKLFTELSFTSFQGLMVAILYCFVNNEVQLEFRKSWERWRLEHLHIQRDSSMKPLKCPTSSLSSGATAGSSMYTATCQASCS
KB-3-1 tox: qHTS assay for MDR1-selective chemotherapeutics: Primary screen using the parental adenocarcinoma cell KB-3-1; Potency, µM (titrated, usually from 46.1 µM), for the others: at the highest dose activity change, negative = cytotoxic, actives largely listed as cytotoxic; 400,000 compounds, 1.4% hits; KB-3-1 viability, CellTiter-Glo ATP luminescence, 72 h; AID 1347075, 2019; note: potency is the fitted concentration of half-maximal effect; % is set by controls: 0 for no effect and ±100 for the full control effect; nearly all actives have a fitted effect of over 60% in size
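KB-3-1 cells, DMEM (no phenol red) + 10% FBS; compound by pin transfer, 72 h, 37 °C. Readout: CellTiter-Glo luminescence after 10 min. Data normalized, curve-fitted.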
DRD3 agonist: qHTS of D3 Dopamine Receptor Agonist: qHTS; D3R DiscoveRx beta-arrestin cells, luminescence, 90 min; max activation, %; 410,000 compounds, 0.58% hits; in the data active = max activation above about 30%; note: 0% is about no effect; mostly tested at two doses, the higher about 12 µM
Target sequence (P35462 whole entry, looked up): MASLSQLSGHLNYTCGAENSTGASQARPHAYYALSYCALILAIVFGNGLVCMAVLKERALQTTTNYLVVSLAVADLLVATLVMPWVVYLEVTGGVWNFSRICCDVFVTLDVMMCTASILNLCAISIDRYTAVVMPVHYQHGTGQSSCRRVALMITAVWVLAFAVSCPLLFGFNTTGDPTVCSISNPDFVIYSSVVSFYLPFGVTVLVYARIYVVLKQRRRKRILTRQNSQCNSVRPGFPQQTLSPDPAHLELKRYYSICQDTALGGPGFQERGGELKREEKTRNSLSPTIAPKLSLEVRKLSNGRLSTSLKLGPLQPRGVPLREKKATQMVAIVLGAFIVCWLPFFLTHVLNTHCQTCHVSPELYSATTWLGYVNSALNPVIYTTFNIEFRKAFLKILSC
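Agonist-mode cell screen: cells plated at 1500/well and incubated overnight at 37 °C, then exposed to library compounds for 90 min at 37 °C. Detection reagent was added for 30–60 min at room temperature, and luminescence was read.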
DRD3 antagonist: qHTS of D3 Dopamine Receptor Antagonist: qHTS | D3R cells, DiscoveRx beta-arrestin luminescence, antagonist mode; stronger effect = lower value | max response, negative = inhibition, % | D(3) dopamine receptor (Homo sapiens), P35462 | AID 652054, 2013 | 360,000 compounds, 2.5% hits; in the data active = max response below about -50%; inconclusive = no clear call, values can overlap the other calls; note: % is set by controls: 0 for no effect and ±100 for the full control effect; mostly tested at two doses, the higher about 12 µM
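Cells expressing the human receptor were seeded at 1500 cells/well, incubated overnight at 37 degrees C in 5% CO2, then exposed to library compounds with dopamine controls for 90 minutes at 37 degrees C before luminescent detection.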
HT1080NT lethal: qHTS for induction of synthetic lethality in tumor cells producing 2HG: qHTS for the HT-1080-NT fibrosarcoma cell line. HT-1080-NT fibrosarcoma viability, CellTiter-Glo ATP luminescence, 48 h. Potency, µM (top dose mostly 46.1 µM), for inactives: top-dose activity, negative = less viability, hits mostly cytotoxic. 360,000 compounds, 1.6% hits;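 note: NT is the 2HG producing partner of a matched IDH1 knockdown line; potency is the fitted concentration of half-maximal effect; 0% = DMSO-treated cells and -100% = media-only wells without cells; nearly all actives have a fitted effect of over 55% in size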
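A 48-hour cytotoxicity screen used HT-1080-NT cells plated 2 hours before compound delivery. ATP-based CellTiter-Glo luminescence measured viability, normalized to DMSO and no-cell controls.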
An asterisk follows results filed as active; u = inconclusive; x = not tested or not shown; [ ] = another dose, or the depositor's remark. Unless noted, calls come from the whole dose curve; as a rule, active = well fitted curve in the direction sought with a large enough effect; inconclusive = small, poorly fitted or top-dose-only effect, or another doubt; inactive = no such curve, though single readings can be large; an effect the other way counts as inactive or inconclusive.

SMILES | SW480 rereplic | IL1B secr inh | HT1080 IDH1KD tx | KB-V1 cytotox | GLP-1R agonist | KB-3-1 tox | DRD3 agonist | DRD3 antagonist | HT1080NT lethal
CCc1ccccc1N(C)C(=O)Cn1cnc2sc(C)c(S(=O)(=O)N3CCN(c4ncccn4)CC3)c2c1=O | x | x | x | u | -1% | -3% | 2 | x | x
COc1ccc2c(C)cc(=O)oc2c1OCC(O)CN1CCOCC1 (stereo not given) | x | 22 | 11% | -2% | -5% | 0% | -18 | 0 | 22%
O=C(c1ccc([N+](=O)[O-])cc1)N1CCSC1c1ccc(Cl)cc1 (stereo not given) | -3% | 3 | 12% | 0% | -6% | 7% | 9 | 21 | 11%
CN1/C(=C/C2CC(=O)NC2=O)C(C)(C)c2ccccc21 (stereo not given) | -6% | 39 | -21% | 14% | 1% | 2% | -9 | 7 | -14%
COc1ccccc1CNS(=O)(=O)c1c(C)noc1C | -2% | 16 | 1% | 15% | -6% | -7% | -2 | -14 | 5%
Cc1ccc(Nc2nc(NCC3CCCO3)nc(N)c2[N+](=O)[O-])cc1 (stereo not given) | 29% | -12 | -18% | 21µM* | 16% | -11% | -14 | -16 | -20%
O=C(Nc1ccc2c(c1)OCO2)c1cc(-c2cccnc2)nc2ccccc12 | -1% | -13 | -8% | -2% | 13% | 14% | 4 | 1 | -25%
COc1ccccc1OP(=O)(O)Oc1ccccc1OC | 2% | 10 | 8% | 20% | -5% | 5% | 8 | -7 | 10%
O=C(CC1Sc2ncnn2C1=O)Nc1ccc(Cl)cc1 (stereo not given) | -36%[inhibitor] | 0 | 5% | 9% | 0% | -4% | 6 | 7 | 12%
Cc1cccc(C(=O)OCC(=O)Nc2ccc(N3CCCCC3)cc2)c1O | -1% | 1 | 6% | 21% | -5% | -5% | 2 | 4 | -2%
COc1ccc(CCN(C(=O)C(F)(F)F)C(C(=O)NC2CCCCC2)c2cccs2)cc1 (stereo not given) | -2% | -8 | 1% | 14% | 5% | -1% | 0 | 11 | 1%
Cc1ccc(OC2=NS(=O)(=O)c3ccccc32)cc1 | -6% | 35 | 14% | 9% | 10% | -1% | 3 | u | -1%
O=C(NCN1CCN(c2ccccc2F)CC1)c1cccnc1 | -1% | 22 | -22% | 18% | -15% | 1% | -50 | -21 | 2%[9.24 µM]
C/C(N)=C(/C#N)C(=O)CSc1nnc(-c2ccc3c(c2)OCO3)o1 | 12µM* | 9 | -4% | 6% | -6% | -8% | -5 | -4 | -1%
CC(C)(C)NC(=O)C(c1ccc(F)cc1)N(CC1CCCO1)C(=O)CCC(=O)Nc1ccccn1 (stereo not given) | 3% | -3 | -2% | -30% | -2% | 13% | -10 | -5 | -7%
Cc1ccc2[nH]c(CCN(C)C)c(CN3CCOCC3)c2c1 | u | -24 | 2% | u | -8% | -16% | -8 | 6 | 1%
CC(C)c1ccc(-c2noc(C3CCCN(C(=O)c4ccc(F)cc4F)C3)n2)cc1 (stereo not given) | u | u | u | u | 3% | u | -14 | 58 | -5%[9.24 µM]
Cc1ccccc1OCC(O)CN(Cc1ccccc1O)C1CCCCC1 (stereo not given) | -11%[1.84 µM] | -66* | u | u | 4% | u | -8 | 0 | u
O=C(c1cc(COc2ccc(F)cc2Cl)on1)N1CCCCCCC1 | -7% | -22 | -5% | u | 29% | 3% | 3 | 1 | 4%
NC1=NS(=O)(=O)NC1c1cccc(F)c1 (stereo not given) | -5% | 17 | 16% | 15% | 5% | 15% | 7 | 4 | 18%
O=C(NCCCn1ccnc1)c1ccc(Cl)c(S(=O)(=O)N2CCOCC2)c1 | -6% | -7 | 10% | 20% | 3% | -3% | 12 | 6 | 1%
O=C(c1ccc(N2CCN(C(=O)c3cccc(F)c3)CC2)cc1)c1cccc(F)c1 | 6% | u | -17% | 4.1µM* | 4% | -14% | 3 | 12 | -29%
COc1ccc(C=C(C#N)C(=O)c2ccccc2)cc1 | x | 13 | 22% | -7% | -3% | 11% | -5 | -6 | 16%
O=C1CSC(c2cccc([N+](=O)[O-])c2)N1CCc1ccccc1 (stereo not given) | 1% | -17 | 4% | -24% | 0% | -11% | 2 | 5 | -4%
O=C(O)CN1C(=O)/C(=C\c2cc(Br)ccc2OCc2ccc(Cl)cc2)SC1=S | 21% | -13 | 14% | u | -2% | -2% | 1 | 4 | 11%
New compounds follow
SMILES | SW480 rereplic | IL1B secr inh | HT1080 IDH1KD tx | KB-V1 cytotox | GLP-1R agonist | KB-3-1 tox | DRD3 agonist | DRD3 antagonist | HT1080NT lethal
CC(C)(C)NC(=O)CC(c1ccccc1)c1ccccc1O (stereo not given) | -2% | u | -2% | -21% | 2% | -6% | -1 | 0 | u
Cc1ccc(NC(=O)c2ccc(C)c(NC3=NC4CS(=O)(=O)CC4S3)c2)cc1C (stereo not given) | -16% | 18 | -3% | -5% | -1% | 0% | -3 | 0 | 10%
CCC(C(=O)NCc1ccc(OC)cc1)n1nc(C)n2c(cc3occc32)c1=O (stereo not given) | -2% | -8 | 12% | -14% | 7% | 13% | -1 | 2 | 14%
CCCNC(=O)COc1ccc(S(=O)(=O)Nc2ccc(C)cc2)cc1 | -7% | 23 | -10% | -22% | 3% | -2% | -11 | -17 | -1%
Cn1c(=O)n(Cc2ccc(Br)cc2)c2ccccc21 | 2% | -108* | -5% | u | 14% | -15% | 0 | -9 | u
CCCS(=O)(=O)N1CCC(C(=O)NCCCN(CC)c2cccc(C)c2)CC1 | -7% | -5 | -2% | -1% | -12% | 13% | 0 | 2 | -11%
CC(C)CCn1nnnc1CN1CCN(c2ccc(F)cc2)CC1 | -4% | 0 | 6% | u | 11% | -18% | -18 | u | 4%
C[C@@H](NC(=O)[C@@H]1CCCN1C(=O)OC(C)(C)C)c1ccccc1 | x | 9 | 2% | u | 1% | 2% | 2 | 9 | 8%
Cc1ccc(C(=O)N/C(=C/C=C\c2ccccc2)C(=O)NCc2ccco2)cc1 | 8% | 0 | -20% | u | 2% | 14% | -4 | -3 | -20%
CCCN(CCC)S(=O)(=O)c1ccc(C(=O)NNc2nc(-c3ccccc3)c3cc(Br)ccc3n2)cc1 | 18% | -24 | -7% | -7% | -2% | -18% | -4 | -3 | 0%
COc1cc([N+](=O)[O-])ccc1NC(=O)Nn1cnnc1 | -11% | 0 | -2% | 26% | -1% | -1% | -5 | -19 | 13%
CN(CC(=O)NC1CCCC1)S(=O)(=O)c1cccc(Cl)c1 | -7% | 8 | 0% | 1% | -7% | -7% | 0 | 5 | 0%
Cc1ccc(S(=O)(=O)N2CCN(C(=O)CN3CCOCC3)C2c2ccccc2)cc1 (stereo not given) | 21% | -2 | -20% | -13% | -13% | -19% | 0 | 28 | -5%
Cc1ccc2nc(CSc3nnc(-c4ccco4)o3)cc(=O)n2c1 | -8% | -22 | 0% | 7% | 18% | 17% | -3 | 23 | -4%
COC(=O)CN(c1ccc(OC)cc1)S(=O)(=O)c1c(C)noc1C | -4% | 33 | 15% | 10% | -5% | -2% | -2 | 11 | 10%
CCOC(=O)c1ccc(/C=N/O)[n+](Cc2ccccc2)c1 | -5% | -4 | 1% | 1% | 3% | 1% | 0 | -2 | -2%
O=C(CCC(=O)N(c1ccc(F)cc1)C(C(=O)NC1CCCC1)c1ccncc1)Nc1cccnc1 (stereo not given) | 0% | 5 | 4% | -7% | -2% | 3% | 1 | 13 | 7%
O=C(COC(=O)c1ccccc1Nc1ccc(SC(F)F)cc1)NC1CC1 | 12% | 12 | -28% | -20% | 24% | -23% | 9 | 6 | -15%
CC1(C)CNC(=O)c2sc(NC(=O)c3ccccc3Cl)nc2C1 | -7% | -25 | 6% | -13% | 0% | -4% | -8 | 7 | 12%
Cc1ccc(S(=O)(=O)N2CCCCC2)cc1NC(=O)CCNC(=O)c1ccccc1 | 17% | 1 | -5% | 11% | 2% | -5% | -3 | -21 | 1%
Cc1ccc(CSc2nc(N)cc(=O)[nH]2)cc1 | -16% | 29 | 9% | -8% | 3% | 1% | 1 | 15 | 0%
O=C(N/N=C/C=C/c1ccco1)c1cccs1 | 7% | -10 | 0% | 11% | 8% | 16% | 8 | -8 | 14%
O=C(Nc1ccccn1)C1CCN(S(=O)(=O)c2ccc3ccccc3c2)CC1 | 4% | 4 | -13% | -1% | 7% | -26% | 6 | 3 | -20%
O=C(NCc1cc2ccccc2[nH]1)C1CCC(=O)N(CC2CCCCC2)C1 (stereo not given) | x | 13 | -9% | 5% | 6% | 0% | 1 | -20 | -2%
Cc1ccc(C(=O)NCC(=O)OCC(=O)NC2CCS(=O)(=O)C2)cc1C (stereo not given) | -21% | 4 | 22% | 2% | 8% | 8% | 4 | 3 | 6%
CC1(c2ccccc2)CCC(=O)NC1 (stereo not given) | -1% | 13 | 16% | -2% | -1% | -1% | 2 | -8 | 3%

One compound at a time, from the list above:
Shown for `CCC(C(=O)NCc1ccc(OC)cc1)n1nc(C)n2c(cc3occc32)c1=O` (stereo not given) → SW480 rereplic = -2%; IL1B secr inh = -8; HT1080 IDH1KD tx = 12%; KB-V1 cytotox = -14%; GLP-1R agonist = 7%; KB-3-1 tox = 13%; DRD3 agonist = -1; DRD3 antagonist = 2; HT1080NT lethal = 14%
Shown for `COc1cc([N+](=O)[O-])ccc1NC(=O)Nn1cnnc1` → SW480 rereplic = -11%; IL1B secr inh = 0; HT1080 IDH1KD tx = -2%; KB-V1 cytotox = 26%; GLP-1R agonist = -1%; KB-3-1 tox = -1%; DRD3 agonist = -5; DRD3 antagonist = -19; HT1080NT lethal = 13%

Screening data deposited in PubChem BioAssay by National Center for Advancing Translational Sciences (NCATS).
